Cav32 inh – blocks human Cav3.2 T-type calcium channel. O95180. Cav3.2-expressing cells, Fluo-4 calcium fluorescence FDSS; active compounds read low. B-score at 10 µM. 4% of 100,000 active. AID 449739;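 active = single-dose well whose peak fluorescence ratio is a statistical outlier from its plate by either plate-standardised score or position-corrected B-score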
Target sequence (O95180 whole entry, looked up): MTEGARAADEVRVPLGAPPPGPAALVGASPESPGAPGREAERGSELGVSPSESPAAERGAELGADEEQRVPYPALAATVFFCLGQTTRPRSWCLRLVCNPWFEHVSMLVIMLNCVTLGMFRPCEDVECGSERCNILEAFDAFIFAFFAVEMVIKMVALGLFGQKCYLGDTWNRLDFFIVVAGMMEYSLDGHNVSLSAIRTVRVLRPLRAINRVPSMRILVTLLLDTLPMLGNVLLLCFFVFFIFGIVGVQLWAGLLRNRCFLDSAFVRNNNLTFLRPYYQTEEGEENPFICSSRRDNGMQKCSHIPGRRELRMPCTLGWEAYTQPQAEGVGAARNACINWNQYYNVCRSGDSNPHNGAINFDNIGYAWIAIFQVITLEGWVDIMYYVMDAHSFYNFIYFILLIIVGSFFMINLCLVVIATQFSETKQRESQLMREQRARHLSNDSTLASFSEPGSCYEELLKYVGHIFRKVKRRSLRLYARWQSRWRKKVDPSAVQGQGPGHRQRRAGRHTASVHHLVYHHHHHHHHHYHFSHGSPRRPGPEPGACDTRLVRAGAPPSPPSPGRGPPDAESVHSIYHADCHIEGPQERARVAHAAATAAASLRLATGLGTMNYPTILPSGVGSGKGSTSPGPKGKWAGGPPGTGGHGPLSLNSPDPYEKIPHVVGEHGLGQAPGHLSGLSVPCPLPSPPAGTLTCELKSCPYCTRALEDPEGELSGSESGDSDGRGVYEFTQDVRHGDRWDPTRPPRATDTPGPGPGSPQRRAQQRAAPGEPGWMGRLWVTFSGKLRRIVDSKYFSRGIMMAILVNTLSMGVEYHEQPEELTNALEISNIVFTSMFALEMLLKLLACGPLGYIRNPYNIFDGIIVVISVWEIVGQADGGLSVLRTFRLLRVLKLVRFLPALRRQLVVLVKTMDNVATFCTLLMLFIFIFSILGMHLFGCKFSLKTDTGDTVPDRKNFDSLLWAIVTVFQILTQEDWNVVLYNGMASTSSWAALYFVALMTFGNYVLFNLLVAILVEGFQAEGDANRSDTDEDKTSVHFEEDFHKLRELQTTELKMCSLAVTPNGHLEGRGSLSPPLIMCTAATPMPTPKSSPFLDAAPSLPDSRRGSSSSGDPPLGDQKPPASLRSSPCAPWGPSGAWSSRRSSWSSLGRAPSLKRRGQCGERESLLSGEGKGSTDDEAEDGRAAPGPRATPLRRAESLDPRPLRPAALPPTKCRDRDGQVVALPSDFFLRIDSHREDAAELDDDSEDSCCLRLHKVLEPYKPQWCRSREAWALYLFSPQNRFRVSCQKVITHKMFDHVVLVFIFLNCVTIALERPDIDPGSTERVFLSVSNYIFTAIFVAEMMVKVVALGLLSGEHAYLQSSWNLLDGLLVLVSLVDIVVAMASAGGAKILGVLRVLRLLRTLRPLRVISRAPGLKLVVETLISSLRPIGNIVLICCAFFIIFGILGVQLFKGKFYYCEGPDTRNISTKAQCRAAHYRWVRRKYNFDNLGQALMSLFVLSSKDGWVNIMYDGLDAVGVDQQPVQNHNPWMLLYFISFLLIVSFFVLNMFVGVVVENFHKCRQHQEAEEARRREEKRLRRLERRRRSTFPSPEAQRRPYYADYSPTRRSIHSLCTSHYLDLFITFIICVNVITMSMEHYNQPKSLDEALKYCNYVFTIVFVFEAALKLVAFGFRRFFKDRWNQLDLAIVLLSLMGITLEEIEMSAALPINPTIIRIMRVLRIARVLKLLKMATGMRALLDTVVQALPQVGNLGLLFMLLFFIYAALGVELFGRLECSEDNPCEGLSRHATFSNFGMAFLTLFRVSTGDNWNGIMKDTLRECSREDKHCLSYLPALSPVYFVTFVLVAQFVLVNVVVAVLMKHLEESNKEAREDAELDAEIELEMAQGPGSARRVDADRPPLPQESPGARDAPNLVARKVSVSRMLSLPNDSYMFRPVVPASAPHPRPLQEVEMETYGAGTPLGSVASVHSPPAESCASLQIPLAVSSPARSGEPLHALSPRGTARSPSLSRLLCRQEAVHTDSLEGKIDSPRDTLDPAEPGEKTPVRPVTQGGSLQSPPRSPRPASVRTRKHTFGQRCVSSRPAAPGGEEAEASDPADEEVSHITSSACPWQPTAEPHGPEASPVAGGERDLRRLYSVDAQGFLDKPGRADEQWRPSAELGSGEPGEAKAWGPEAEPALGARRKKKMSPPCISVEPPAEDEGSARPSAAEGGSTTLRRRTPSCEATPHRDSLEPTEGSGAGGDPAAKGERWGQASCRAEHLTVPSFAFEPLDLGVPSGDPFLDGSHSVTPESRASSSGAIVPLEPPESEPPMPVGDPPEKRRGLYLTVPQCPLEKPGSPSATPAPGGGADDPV
* marks the source's active call; other numbers are inactive results. Not all compounds are listed (hit frequency here may not be typical).

SMILES	Cav32 inh
COc1ccccc1N(CC(=O)NC1CCCCC1)C(=O)c1cnn(C(C)C)c1	-0.42
O=C(C1CCN(c2nc3ccc(Br)cc3s2)CC1)N1CCC2(CC1)OCCO2	-2.6
Cc1c(NC(=O)C(C)OC(=O)Cc2ccccc2)c(=O)n(-c2ccccc2)n1C (stereo not drawn)	0.21
CN[C@@H]1C[C@@H](c2ccc(Cl)c(Cl)c2)c2ccccc21	-1.3
Cc1ccc(C)c(NC(=O)CSc2nnc([C@@H](N)Cc3c[nH]c4ccccc34)o2)c1	-0.31
CC(=O)OC1N=C(c2ccccc2)c2ccccc2NC1=O (stereo not drawn)	0.86
O=C1CCCC2C3CCCN4CCCC(CN12)C34 (stereo not drawn)	0.6
Clc1ccccc1CN1CCN(c2ccccc2)CC1	-0.023
CN1CCN(C(=O)COc2ccc3ccccc3c2Br)CC1	0.78
CC(=NCCCN1CCOCC1)c1c(O)[nH]c(=O)[nH]c1=O	-0.89
Cc1ccc2occ(CN3CC4CC(C3)c3cccc(=O)n3C4)c(=O)c2c1 (stereo not drawn)	-0.75
c1cc2c(cc1CCNC1C3CC4CC(C3)CC1C4)OCO2 (stereo not drawn)	0.58

Reformatted with each value named: part of the list above.
Cc1c(NC(=O)C(C)OC(=O)Cc2ccccc2)c(=O)n(-c2ccccc2)n1C (stereo not drawn)
  Cav32 inh: 0.21
CN[C@@H]1C[C@@H](c2ccc(Cl)c(Cl)c2)c2ccccc21
  Cav32 inh: -1.3
Cc1ccc(C)c(NC(=O)CSc2nnc([C@@H](N)Cc3c[nH]c4ccccc34)o2)c1
  Cav32 inh: -0.31
CC(=O)OC1N=C(c2ccccc2)c2ccccc2NC1=O (stereo not drawn)
  Cav32 inh: 0.86

Going on with the list.
SMILES	Cav32 inh
CCCC(=O)Nc1ccc(N2CCN(CC)CC2)c(Cl)c1	0.00028
COc1ccc(OC)c(CN2CCN(C(=O)COc3cccc(C)c3)CC2)c1	-1.9
CC(C)OC12Oc3ccccc3C=C1N1CCC2CC1 (stereo not drawn)	-0.25
Cc1ccc(N)c(C(=O)c2ccccc2)c1	-0.26
Cn1c(=O)c2c(ncn2CCCl)n(C)c1=O	-0.2
Cc1ccccc1C(O)(Cc1ccccc1)C1CN2CCC1CC2 (stereo not drawn)	0.43
O=C(Cc1cc(=O)[nH]c(=O)[nH]1)N1CCN(CCO)CC1	-0.25
Nc1ccccc1C(=O)OCC(=O)Nc1ccc(Br)cc1F	-2.2
COC(=O)C1=C(c2ccccc2)C[C@@H]2CC[C@H]1N2C(=O)NCC1CC1	0.04
CCc1cccc2c(C#N)cn(CC(=O)N3CCOCC3)c12	0.51
CCOC(=O)c1c(N)n(CCN2CCOCC2)c2nc3ccccc3nc12	0.62
O=C(Nc1ccc2c(c1)OCO2)c1cn(Cc2ccc(F)cc2)nn1	-0.17
CC(=O)N(C1=NCCCS1)c1ccc(F)cc1	-0.55
CNCCc1c[nH]c2ccccc12	-0.084
Cc1ccc(C2SCC(=O)Nc3c2c(=O)[nH]n3C2CCOC(C)(C)C2)cc1 (stereo not drawn)	-0.77
Nc1c(C(=O)NCCN2CCOCC2)c2nc3ccccc3nc2n1Cc1ccco1	-1.7
Cc1ccc(N2C(=O)NC(=O)C3(Cc4ccccc4N4CCCC43)C2=O)cc1 (stereo not drawn)	-1.1
CCC(=NCc1cccnc1)c1c(O)n(C2CCCCC2)c(=O)[nH]c1=O	0.65
Cc1nc2cc(-c3ccccc3)nn2c(C)c1CCC(=O)N1CCC2(CC1)OCCO2	2
CCN(CC)CCCN=Cc1c(O)n(-c2cccc(C)c2C)c(=O)[nH]c1=O	-0.46
CC1=CC2/C=C(\C)CCC(O)C(O)/C=C/C(=O)C23C(=O)NC(CC(C)C)C3C1C (stereo not drawn)	0.6
O=C(O)c1nn(Cc2ccc(Cl)cc2Cl)c2ccccc12	-0.7
COC(=O)C1=C(c2cc3ccccc3s2)C[C@@H]2CC[C@H]1N2C(=O)NCC1CC1	-0.0055
CCN(CC)c1ccc(/C=C2/C(=O)NC(=O)N(CC3CCCO3)C2=O)cc1 (stereo not drawn)	0.43

An excerpt from above in order of molar mass, highest first:
SMILES	Cav32 inh
Cc1nc2cc(-c3ccccc3)nn2c(C)c1CCC(=O)N1CCC2(CC1)OCCO2	2
COC(=O)C1=C(c2cc3ccccc3s2)C[C@@H]2CC[C@H]1N2C(=O)NCC1CC1	-0.0055
Cc1ccc(C2SCC(=O)Nc3c2c(=O)[nH]n3C2CCOC(C)(C)C2)cc1 (stereo not drawn)	-0.77

Additional results follow.
SMILES	Cav32 inh
CCC(=NC1CC1)c1c(O)n(C2CCCCC2)c(=O)[nH]c1=O	-0.33
C=Cn1ccnc1P(=S)(c1ccc(N(C)C)cc1)c1nccn1C=C	-0.18
c1ccc(C2N3CCCN23)cc1 (stereo not drawn)	1.1
CC(C)=CCC12CN3CCN(CC(C3)C1=O)C2	0.081
CCC1=CCN(CCc2c(C)[nH]c3ccccc23)CC1	-1.4
C[C@@]1([C@@H](NP(=O)(c2ccccc2)c2ccccc2)c2ccccc2)C[C@H]1CCO	-0.32
C=CCN1C(=O)C2(C(C(=O)OCC)=C(N)Oc3c2c(=O)oc2ccccc32)c2ccccc21 (stereo not drawn)	-1.2
CCCS(=O)(=O)N1CCCC(C(=O)N2CCC3(CC2)OCCO3)C1 (stereo not drawn)	0.78
O=C(COC(=O)Cc1ccccc1)NC12CC3CC(CC(C3)C1)C2	-0.16
Cc1ccc(CN2C(=O)NC(=O)C3(Cc4c(nc5ccccn5c4=O)N4CCCCCC43)C2=O)cc1 (stereo not drawn)	-1.4
Cn1c(C(=O)N2CCC3(CC2)OCCO3)cc2c(=O)n(C)c3ccccc3c21	0.78
CC[C@@H]1C=CC=CC[C@H](C)[C@@H](O)[C@@H](C)C(=O)[C@H](C)[C@@H](O)[C@H](C)C(=O)[C@H](C)[C@@H](O)[C@H](C)C=CC(=O)O[C@H]2[C@@H](C)[C@@H](CC1)O[C@@]1(CC[C@@H](C)[C@@H](C[C@H](C)O)O1)[C@@H]2C	-0.13
CCOC(=O)C1CCN(/C=C2/C(=O)NC(=O)N(Cc3ccco3)C2=O)CC1	-0.06
Cc1c(N=Cc2c(O)n(CCc3ccccc3)c(=O)[nH]c2=O)c(=O)n(-c2ccccc2)n1C	0.099
COC(=O)C1=C(c2cc3ccccc3o2)C[C@@H]2CC[C@H]1N2C(=O)NC(C)C	-0.82
CN(C)C(=S)SSC(=S)N(C)C	0.092
N=C1c2ccccc2CN1NC(=O)c1ccc(Cl)cc1	0.085
Cc1cc(S(=O)(=O)NC(C)C)ccc1OCC(=O)N1CCN(Cc2ccc3c(c2)OCO3)CC1	0.84
O=C1NC(=O)N(Cc2ccccc2Cl)C(=O)/C1=C/N1CCOCC1	0.21
O=c1[nH]c(=O)n(CCc2ccc(F)cc2)c(O)c1C=NCCCn1ccnc1	0.3
COC(=O)C1=C(c2cc3ccccc3s2)C[C@@H]2CC[C@H]1N2C(=O)NCc1cccc2ccccc12	-4.1*
CC1CN(CCc2ccccc2)CC(C)O1 (stereo not drawn)	1.3
CC1=C(C(=O)OC(C)C)[C@]2(C(=O)N(CC(N)=O)c3ccccc32)C(C#N)=C(N)O1	0.84
C=C1CC[C@@]2(O)[C@H]3Cc4ccc(O)c5c4[C@@]2(CCN3CC2CC2)[C@H]1O5	-0.77
Cc1ccc(/C=C2/C(=O)NC(=O)N(CCc3ccc(F)cc3)C2=O)o1	1.2
COCCCNC(=O)c1c(NC(=O)c2ccccc2Cl)n(Cc2ccccc2)c2nc3ccccc3nc12	-4.2
Cc1ccnc(-n2c(C)nc3ccccc3c2=O)c1	-0.34
COc1ccccc1N1CCN(C(CNC(=O)Oc2ccccc2)c2cccnc2)CC1 (stereo not drawn)	-1.4
O=c1c2ccccc2nc(CSc2ncnc3nc[nH]c23)n1-c1ccccc1Cl	1.6
CC(=O)OC(C)(C)/C=C/C(=O)[C@](C)(O)[C@H]1[C@H](O)C[C@@]2(C)[C@@H]3CC=C4[C@H](C[C@H](O)C(=O)C4(C)C)[C@]3(C)C(=O)C[C@]12C	-0.12
COC(=O)C1=C(c2ccccc2)C[C@@H]2CC[C@H]1N2C(=O)N1CCCC1	0.0068
CN(C)c1ccc(NC(=O)CN2C(=O)CN=C(c3ccccc3)c3cc(Cl)ccc32)cc1	-8.9*
N[C@@H](Cc1c[nH]c2ccccc12)c1nnc(SCc2c(F)cccc2Cl)o1	-0.56
C[n+]1ccc(-c2ccncc2)cc1	0.57
O=C1CSC2N1CCNC21CCCCC1 (stereo not drawn)	0.85
O=C(COc1ccc2ccccc2c1)N1CCN(CC2CC3C=CC2C3)CC1 (stereo not drawn)	-3.7

Among those listed so far, these contain a cyano group.
SMILES	Cav32 inh
CCc1cccc2c(C#N)cn(CC(=O)N3CCOCC3)c12	0.51
CC1=C(C(=O)OC(C)C)[C@]2(C(=O)N(CC(N)=O)c3ccccc32)C(C#N)=C(N)O1	0.84

(continued)
SMILES	Cav32 inh
Cn1cc(C(=O)N2CCC3(CC2)OCCO3)c2c3ccccc3n(C)c2c1=O	1.1
COc1ccccc1-n1c(O)c(C=NCCCn2ccnc2)c(=O)[nH]c1=O	-0.048
COc1cccc(N2C(=O)CC(=O)NC2=O)c1	0.46
CCOC(=O)[C@]1(C#N)[C@@H]2C=CC(C(C)=O)=CN2[C@@H](C(N)=O)[C@@H]1c1ccsc1	0.49
Cc1ccc2c(c1)CC1(CN2C)C(=O)NC(=O)N(C(C)C)C1=O (stereo not drawn)	0.21
O=C(Nc1ccc(F)cc1F)c1cccnc1Oc1cccc(C(F)(F)F)c1	0.91
COC(=O)C1=C(c2ccc(S(C)(=O)=O)cc2)C[C@@H]2CC[C@H]1N2C(=O)NCCO	1.3
O=[P+](Cc1ccccc1)Cc1ccccc1	-0.56
O=C(C1CCN(S(=O)(=O)N2CCOCC2)CC1)N1CCC2(CC1)OCCO2	-0.15
Cc1ccc(-n2c(O)c(C=NC3CCCC3)c(=O)[nH]c2=O)c(C)c1	1.7
CCOC(=O)CC1=C(C(=O)OCC)C2(C(=O)N1CC(=O)OC)C(C#N)=C(N)Oc1ccccc12 (stereo not drawn)	0.24
CCC(=NCCCN1CCOCC1)c1c(O)n(Cc2ccccc2)c(=O)[nH]c1=O	0.68
CCOC(=O)c1c(C)n(Cc2ccco2)c2ccc(O)cc12	0.32
CC(=O)Nc1cc(C(=O)N2CCC3(CC2)OCCO3)ccc1Sc1ccc(C)cc1	-0.28
CCCCCc1nc2ccccc2c(=O)n1-c1ccc(Cl)cc1[N+](=O)[O-]	-0.73
Cc1c2cnn(CC(=O)N3CCC4(CC3)OCCO4)c(=O)c2c(C)n1Cc1ccccc1	0.27
Cc1ccc(N2CCN(CCc3ccccc3)CC2)cc1	1.8
COC(=O)C1=C(c2ccccc2)C[C@@H]2CC[C@H]1N2C(=O)NC(C)C	1.6
Oc1ccc(C2NCc3ccccc3-n3cccc32)cc1Cl (stereo not drawn)	-1.6
Cc1sc2nc(COC(=O)Cc3ccccc3)[nH]c(=O)c2c1C	-0.7
CC(C)(C)n1c(O)c(C=Nc2ccc3c(c2)CCC3)c(=O)[nH]c1=O	-2.3
NC(=O)OCCCc1ccccc1	1.5
CCOC(=O)C1=C(C)N(C)C2(C)CC1c1ccccc1O2 (stereo not drawn)	-2
COc1ccc(C2SCC(=O)Nc3c2c(=O)[nH]n3C2CCCCCC2)cc1 (stereo not drawn)	0.73
Cc1cc(O)c(CN2CCN(c3ccccc3)CC2)cc1C	0.24
O=c1c2ccccc2nc(-c2ccco2)n1-c1ccccn1	0.24
O=C1NC(=O)C(CCc2ccncc2)(Cc2ccc3c(c2)OCO3)C(=O)N1CCc1ccccc1 (stereo not drawn)	-0.61
CC1(C)CC[C@]2(C)CC[C@]3(C)C4C[C@@H]5OO[C@@]6(O5)C(CCCC6(C)C)[C@]4(C)CC[C@@]3(C)C2C1 (stereo partly drawn)	1.1
COc1ccc(OCC(=O)Nc2ccc(Cl)cc2C(=O)c2ccccc2)cc1	-0.27
O=c1c2ccccc2nc(-c2cccs2)n1-c1cnccn1	-0.094
Clc1cnc(Oc2ccc(Oc3ncc(Cl)cc3Cl)cc2)c(Cl)c1	-1.2
O=C(COc1ccc2ccccc2c1)N1CCN(C2CCN(Cc3ccccc3)CC2)CC1	1.4
CCOC(=O)c1cccc(NC(=O)c2c(O)[nH]c(=O)[nH]c2=O)c1	0.3
Cc1sc2ncn(CC(=O)NCCCC(=O)N3CCC4(CC3)OCCO4)c(=O)c2c1C	0.037
Cc1cc(OC(=O)CCNC(=O)OC(C)(C)C)c2c3c(c(=O)oc2c1)CCC3	-0.41
COc1ccc(-c2cc(C(F)(F)F)n3nc(C(=O)N4CCC5(CC4)OCCO5)cc3n2)cc1OC	-2.4
NCCc1ccc(O)cc1	0.53
Cn1c(C(=O)N2CCC(C(=O)N3CCC4(CC3)OCCO4)CC2)cc2sccc21	0.011
CN1C(=O)C(Cc2ccsc2)C(=O)N(C)C1=O	0.85
CC(=NCc1ccc2c(c1)OCO2)c1c(O)[nH]c(=O)[nH]c1=O	0.018
CCCCn1c(N)c(C(=O)NCCN2CCOCC2)c2nc3ccccc3nc21	-0.32
COc1ccc(C(=O)CC2(CC(=O)c3ccc(OC)cc3)C(=O)N(C)C(=O)N(C)C2=O)cc1	0.23
O=C1c2ccccc2C2(c3ccc(Cl)cc3)NCCN12 (stereo not drawn)	0.014
O=C(Cn1cnc2sc3c(c2c1=O)CCCC3)NCCCC(=O)N1CCC2(CC1)OCCO2	-0.4
CCOC(=O)C1CN(C)CCC1=O (stereo not drawn)	-0.73
COc1cc2c(cc1OC)-c1c(OC)c(OC)cc3c1[C@H](C2)N(C)CC3	0.25
COc1ccc(CCNCc2ccc(OC)c(OC)c2OC)cc1	0.21
CCCCn1c(O)c(C(C)=Nc2cccc(C(=O)O)c2)c(=O)[nH]c1=O	0.051
Cc1ccc(Cn2nnnc2CN2CCC(n3nnc4cc(C)ccc43)CC2)cc1	-3
CCCCCCN=Cc1c(O)n(C)c(=O)n(C)c1=O	0.4
CCOC(=O)N(C)c1ccc(C(O)(C(=O)OC)C(F)(F)F)cc1 (stereo not drawn)	0.46
O=C(O)c1nonc1-c1nonc1C(=O)O	0.84
CC#CP(=O)(OCC)C(O)(c1ccccc1)C(F)(F)F (stereo not drawn)	-0.16
CC(O)(CS(=O)(=O)c1ccccc1)C(=O)Nc1ccc(C(F)(F)F)cc1 (stereo not drawn)	-0.17
CC[C@H]1CN(C)C[C@@]2(C(=O)OC)Cc3c([nH]c4ccccc34)C(=O)C[C@@H]12	1.8

Bioassay records: PubChem BioAssay, Vanderbilt High Throughput Screening Facility
